HKDC1 inh: inhibitors of human hexokinase HKDC1; actives 0.16% (n = 340,000); recombinant HKDC1, G6PDH/diaphorase resazurin coupled fluorescence; AID 493160; inhibition, % at 20 µM; Q2TB90;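 active = inhibition above about 35% when tested at 20 µM, limit read from the data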;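 also: plate controls were DMSO wells with enzyme for no effect and DMSO wells lacking enzyme for full effect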
Target sequence (Q2TB90 whole entry, looked up): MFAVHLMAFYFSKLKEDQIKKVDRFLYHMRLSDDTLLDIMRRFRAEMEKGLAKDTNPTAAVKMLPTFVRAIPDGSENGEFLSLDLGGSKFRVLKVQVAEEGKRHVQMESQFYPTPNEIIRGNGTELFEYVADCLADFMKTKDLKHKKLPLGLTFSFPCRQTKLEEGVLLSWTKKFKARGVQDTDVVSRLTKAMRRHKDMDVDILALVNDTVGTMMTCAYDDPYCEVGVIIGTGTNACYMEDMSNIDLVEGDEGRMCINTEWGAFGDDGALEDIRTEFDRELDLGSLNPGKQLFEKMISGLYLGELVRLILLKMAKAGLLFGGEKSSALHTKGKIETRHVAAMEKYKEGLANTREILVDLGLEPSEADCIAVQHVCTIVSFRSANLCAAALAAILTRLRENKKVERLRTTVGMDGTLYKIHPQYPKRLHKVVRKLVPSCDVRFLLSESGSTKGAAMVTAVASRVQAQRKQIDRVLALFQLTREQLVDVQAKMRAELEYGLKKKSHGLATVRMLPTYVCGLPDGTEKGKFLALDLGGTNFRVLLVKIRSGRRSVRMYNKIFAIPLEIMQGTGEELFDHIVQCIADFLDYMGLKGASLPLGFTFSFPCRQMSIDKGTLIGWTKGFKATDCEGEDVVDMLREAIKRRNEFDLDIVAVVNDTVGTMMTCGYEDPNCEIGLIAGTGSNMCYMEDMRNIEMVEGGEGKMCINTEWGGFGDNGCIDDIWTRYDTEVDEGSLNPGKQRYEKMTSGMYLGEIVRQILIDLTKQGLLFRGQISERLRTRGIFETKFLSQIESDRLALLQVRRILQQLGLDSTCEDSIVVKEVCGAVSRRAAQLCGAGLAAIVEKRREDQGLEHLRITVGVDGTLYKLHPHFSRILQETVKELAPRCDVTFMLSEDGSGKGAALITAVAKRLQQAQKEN
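Test system: recombinant HKDC1 (HK5) hexokinase enzyme, produced in-house; Amount: enzyme 5 µg/mL final; Buffer or medium: Tris pH 8.0 buffer with MgCl2, Tween-20, BSA, BME; Reagent: glucose and ATP substrates; Doses: 20 µM test compound, 1% DMSO; Incubation: 90 min reaction incubation at room temperature, dark; Detection: resorufin fluorescence at 613 nm.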
Gli-Sufu antag: antagonists of Gli-Sufu signaling. actives 0.74% (n = 340,000). Sufu-KO-LIGHT fibroblasts, Gli luciferase reporter luminescence. AID 588413. inhibition, % at 5 µM;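 active = inhibition above about 55%, limit read from the data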;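 also: 0% = DMSO-treated cells and 100% = wells with medium but no cells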
Jurkat NFkB inh: lowers PMA/ionomycin-induced NF-kB signal in Jurkat cells; inhibition, % at 4 µM; PMA/ionomycin-induced NF-kB luciferase reporter, luminescence; AID 435003; actives 0.53% (n = 330,000)
697 NFkB inh: inhibitors of the PMA/ionomycin-induced NF-kB reporter in 697 B cells; 697 B-cell NF-kB luciferase reporter, 16 h; inhibition, % at 4 µM; actives 0.33% (n = 330,000); in the data active = inhibition above about 35%
SENP7 inh: SENP7 protease inhibition; Q9BQF6; recombinant SENP7, Z-RLRGG-aminoluciferin luminescence, 40 min; inhibition, % at 5 µM; actives 1.5% (n = 330,000); AID 434973;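 active = inhibition above about 50% at the single test dose, limit read from the data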;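 also: plate controls were DMSO with enzyme for no effect and no enzyme buffer wells for full effect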
SENP8 inh: inhibitors of human SENP8 protease; Q96LD8; purified SENP8, Z-RLRGG-aminoluciferin cleavage, luminescence; inhibition, % at 10 µM; actives 1.2% (n = 330,000); AID 2540
Apaf-1 inh: human Apaf-1 inhibition; reconstituted apoptosome caspase-3 activity, DEVD-Rh110 fluorescence; inhibition, % at 20 µM; actives 0.71% (n = 330,000); active = inhibition of at least 40% at 20 µM;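 also: plate controls were DMSO wells for no effect and DEVD-CHO caspase inhibitor wells for full effect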
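System: reconstituted apoptosome with Apaf-1, cytochrome c, caspase-9, procaspase-3, dATP; Signal: Rh110 fluorescence intensity; Schedule: 30 min compound preincubation, 50 min activation, room temperature; Reagent: cytochrome c trigger plus (Z-DEVD)2-Rh110 caspase-3 substrate.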
UBC13 polyUb: inhibitors of human UBC13 polyubiquitin chain formation; P61088; TR-FRET; inhibition, % at 20 µM; actives 0.47% (n = 330,000); AID 485273; in the data active = inhibition above about 45%, passing the limit was not always enough
Target sequence (P61088 whole entry, looked up): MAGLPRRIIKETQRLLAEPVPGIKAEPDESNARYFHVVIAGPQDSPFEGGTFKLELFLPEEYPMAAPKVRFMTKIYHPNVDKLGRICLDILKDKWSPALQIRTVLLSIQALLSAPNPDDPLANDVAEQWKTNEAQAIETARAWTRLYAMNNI
* = called active by the depositor; · = no result given. Rule as the data show it, unless noted: active = inhibition above about 50%; inactive = the rest.

SMILES	HKDC1 inh	Gli-Sufu antag	Jurkat NFkB inh	697 NFkB inh	SENP7 inh	SENP8 inh	Apaf-1 inh	UBC13 polyUb
O=C(COc1ccc([N+](=O)[O-])cc1)NCCc1nc2ccccc2[nH]1	-4	-9	7	13	-3	-4	-5	0
Cc1ccc(S(=O)(=O)CCC(=O)N(CCN2CCOCC2)c2nc3ccccc3s2)cc1	-4	-37	-59	-31	0	3	11	-1
CCc1ccc(NC(=O)NCC2CCN(c3ccc(OC)cc3)C2)cc1 (configuration not stated)	10	13	2	5	1	0	-15	8
Cc1cc2cc3c(cc2nc1SCC(=O)N1c2ccccc2CC1C)OCO3 (configuration not stated)	1	9	5	9	-5	-2	12	5
CC(=O)Nc1ccc(/C=N/NC(=O)c2cc3cc(C)ccc3nc2C)cc1	-11	-20	-11	-59	7	-3	-2	-19
COC(=O)[C@@]12CCCN1[C@H](c1ccc(-c3cccc(Cl)c3)cc1)[C@H]1C(=O)N(C)C(=O)[C@H]12	-1	0	-5	-4	-10	-12	22	1
CC(=O)Nc1cc(-c2ccccc2)nn1Cc1ccc(Cl)cc1	3	0	7	0	17	-3	0	-7
CC(C)(C)c1nnc(NC(=O)CS(=O)(=O)Cc2ccccc2)s1	9	0	8	3	7	1	-1	0
COc1ccc(C(=O)CSc2nnc(Cn3nnc4ccccc43)n2C)cc1	-8	2	-17	3	-3	-7	1	-8
CC1=C(NCCc2ccccc2)CCC1=O	-2	15	0	28	5	1	-12	-1
COc1cc(C(O)C(=O)O)ccc1O (configuration not stated)	-4	3	-2	14	-5	-9	-6	-12
COc1ccc(/C=N/NC(=O)C2CC2)c(OC)c1OC	1	-5	-11	1	-30	-12	3	0
COC(=O)c1[nH]c2ccccc2c1NC(=O)c1ccccc1F	-5	3	13	-16	0	-14	-8	-5
O=C1CN(C(=O)c2ccco2)c2ccccc2N1	-1	0	-6	4	-6	0	7	-8
Cn1c(/C=N/NC(=O)c2ccccc2Br)nc2ccccc21	-2	15	5	16	4	-6	-7	2

Two entries from above, with values under each structure.
Every second line gives: HKDC1 inh	Gli-Sufu antag	Jurkat NFkB inh	697 NFkB inh	SENP7 inh	SENP8 inh	Apaf-1 inh	UBC13 polyUb
CCc1ccc(NC(=O)NCC2CCN(c3ccc(OC)cc3)C2)cc1 (configuration not stated)
 : 10	13	2	5	1	0	-15	8
Cc1cc2cc3c(cc2nc1SCC(=O)N1c2ccccc2CC1C)OCO3 (configuration not stated)
 : 1	9	5	9	-5	-2	12	5

Later entries:
SMILES	HKDC1 inh	Gli-Sufu antag	Jurkat NFkB inh	697 NFkB inh	SENP7 inh	SENP8 inh	Apaf-1 inh	UBC13 polyUb
Cc1ccc(S(=O)(=O)NCC(=O)Nc2cccc([N+](=O)[O-])c2)cc1	-9	-6	1	-7	-9	-10	6	0
Cn1c(=O)c(C(=O)NNC(=O)c2ccccc2F)c(O)c2ccccc21	-3	-7	2	9	-8	-12	6	14
CSc1ccc(CNc2ccc(Cl)cc2)cc1	0	-14	-49	-48	2	-7	-5	0
COc1cccc(OC)c1C(=O)NC(=S)Nc1ccc2c(c1)C(=O)N(C)C2=O	-1	-17	18	-14	-1	-1	4	16
NCCCC[C@H]1CN=C(N)N1CCc1cccc2ccccc12	-1	-2	1	15	-7	-1	4	5
COC(=O)c1ccccc1NC(=O)Nc1cc(C)ccn1	-9	-9	-3	-11	-2	-5	-13	2
CCc1c(C(C)O)oc2ccc3c(C)cc(=O)oc3c12 (configuration not stated)	·	·	-9	7	10	1	14	10
CN1CCN(c2ccccc2NC(=O)c2cccc(OCc3ccccc3)c2)CC1	4	1	-11	-5	-11	-2	11	0
CCc1ccc2c(c1)C1(NN=C(c3ccccc3)S1)C(=O)N2 (configuration not stated)	-48	3	-16	-43	6	9	10	-59
CSc1nc2nccc(-c3ccc(-c4ccccc4)cc3)n2n1	7	0	16	4	4	-10	27	36
COc1ccc(CCNC(=O)CSC2=Nc3ccccc3C3=NC(C(C)C)C(=O)N23)cc1OC (configuration not stated)	-1	0	-4	10	-5	-6	5	-6
COc1ccc2nc(NC(=O)CS(=O)(=O)c3ccc(C)cc3)sc2c1	3	20	-9	-15	0	2	14	-7
O=C(COC(=O)/C=C/c1cccc(Br)c1)NC1CC1	-2	2	5	18	0	-8	0	3
COc1ccc2[nH]c3c(c2c1)CCNC3=O	0	-6	-7	-10	-2	4	1	8
C#CCn1c(=NC(=O)c2cccs2)sc2cccc(OC)c21	9	-49	-20	-28	-3	-11	3	36
Cc1c(CCOC(=O)CC23CC4CC(CC(C4)C2)C3)sc[n+]1CC(=O)c1ccccc1	-5	38	-13	-48	-10	-9	34	47*
OC(CNc1ccccc1)Cn1ccc2ccccc21 (configuration not stated)	-3	26	1	2	8	7	4	3
CCOCC(=O)Nc1cc(C(=O)NCCc2ccccc2)ccc1Cl	-3	-57	-82	-137	11	4	-4	7
Cc1cccc(-c2ncc(S(=O)(=O)C(C)(C)C)c(N)n2)c1	-7	-25	-78	-62	5	-2	0	0
COc1ccc(OC)c(N(CC(=O)Nc2ccc(NC(C)=O)cc2)S(C)(=O)=O)c1	-13	-5	12	17	-1	4	-24	-1
COc1ccc(-c2ccc(-c3noc(-c4ccccc4C)n3)c(OC)n2)cc1	-1	6	-3	17	1	0	2	44
O=C1NCCN(Cc2ccoc2)C1CC(=O)N(Cc1ccccc1)CC1CCC1 (configuration not stated)	3	13	-2	0	-6	-6	3	0
O=C(c1noc2c1CCCC2)N1CCCCC1	-8	7	-6	-1	2	5	-12	-9
Cc1noc(NS(=O)(=O)c2ccc(NC(=O)c3ccc(N(C)C)cc3)cc2)c1C	-2	2	-3	17	3	3	0	-11
CC1CCN=C(N)S1 (configuration not stated)	-11	5	5	16	3	-1	-7	2
CCCC(O)(c1ccc(OC)cc1)C(CN1CCOCC1)c1ccccc1 (configuration not stated)	-7	12	-2	2	-2	3	1	0
O=C(O)[C@H](Cc1ccccc1)N1Cc2ccccc2C1=O	4	-2	6	7	-6	5	4	-8
O=C(C1CCCO1)N1CCN(C(=S)Nc2ccc(Cl)cc2)CC1 (configuration not stated)	-4	-9	0	9	2	2	7	-3
CCCCOc1cccc(-c2nnc(N)s2)c1	1	-24	-10	-9	6	-3	3	6
CCCNC(=O)c1onc(CSc2ccc(F)cc2)c1C(=O)NCCC	0	-6	7	5	-14	9	3	8
CCC(=O)Nc1cccc(NC(=O)c2cc3ccccc3o2)c1	0	-73	-88	-48	74*	54*	-11	1
CCCCNC(=O)c1c(C)cc(=O)oc1C	-12	-4	-3	21	1	4	-21	-2
Cc1cc(N2CCCCC2)nc2ccc(NC(=O)c3ccc(Br)o3)cc12	7	25	-13	-25	-5	-6	24	3
COc1ccc(NC(=O)Nc2cccc(Cl)c2Cl)c(OC)n1	-1	0	9	7	0	3	1	3
CCCCNC(=O)c1c(O)c2cccc3c2n(c1=O)CCC3	-3	24	-4	-5	-8	-10	12	15
CCOC(=O)c1c(N)sc2c(OCC)c(Br)ccc12	-3	-4	3	2	2	-5	3	-3
C/C(=N\NC(=S)NCCc1ccccc1)c1ccc(O)cc1O	-32	-5	-6	3	10	3	12	5
Cc1cccc(S(=O)(=O)N2CCCc3ccccc32)c1	-1	5	-3	13	2	2	7	8
Cc1ccc(C(=O)c2c(NC(=O)c3ccncc3)sc3c2CCCC3)cc1	5	5	6	-31	-6	-9	21	-2
COc1cccc(/C=C2/SC(=O)N(CC(=O)N3CCc4ccccc4C3)C2=O)c1OCC(=O)O	-1	2	-22	4	9	-1	-7	-1
CCOC(=O)C(CC(C)C)CP(=O)(O)CNC(=O)OCc1ccccc1 (configuration not stated)	-3	-20	6	4	14	2	3	-5
COc1ccc(C(=O)N2CCN(C)C(=O)[C@@H]2C)cc1OC1CCN(C(C)C)CC1	-5	9	-4	13	5	0	-8	4
O=C(O)c1ccc(COc2ccc3c4c(c(=O)oc3c2)CCC4)o1	3	-3	6	-11	93*	91*	10	-3
CCOc1ccc(NC(=O)COC(=O)c2n[nH]c3ccccc23)cc1	-9	-8	-12	-20	3	-2	2	11
Cc1ccc2c(c1)N(CC(=O)N1CCCCC1)C(=O)CO2	-5	-2	-7	1	2	-7	-6	-10
CCc1nnc(NC(=O)c2ccc(S(=O)(=O)N(CCOC)CCOC)cc2)s1	3	-2	8	-2	-13	4	5	-8
CCN(CC)S(=O)(=O)c1ccc(OC)c(NC(=O)C(Cc2ccccc2)N2C(=O)c3ccccc3C2=O)c1 (configuration not stated)	·	·	10	4	-4	0	7	3
Cn1c(SCC(=O)N2c3ccccc3CCc3ccccc32)nnc1-c1ccc(O)cc1	-11	3	7	23	-2	-1	3	5
c1ccc(-c2ncc(CN3CCN(c4ccccn4)CC3)[nH]2)cc1	-2	4	-8	-3	5	-18	-7	-2
CCCCn1c(N)c(N(C)C(=O)c2cc3c(s2)CCCCC3)c(=O)[nH]c1=O	2	0	-12	12	4	-9	6	-4
COc1cc(=O)[nH]c(SC(C)C(=O)Nc2nc3c(s2)CCCC3)n1 (configuration not stated)	-1	-3	20	6	-7	-4	7	4
O=C(N/C(=C/c1cccnc1)C(=O)N1CCCCCC1)c1ccccc1	-9	-10	4	-5	-6	3	1	2
COc1ccccc1CNC(=O)COC(=O)c1cc(=O)c2ccccc2o1	-5	-3	5	7	9	2	3	2
COC(=O)C1CCN(C(=O)CSc2ccccc2)CC1	2	-1	6	8	1	-5	3	1
COc1cccc(OCC(O)CO)c1 (configuration not stated)	-10	2	-1	7	-2	2	-11	-1
COc1cc2c(cc1OC)CN(S(=O)(=O)c1cccs1)CC2	11	1	3	-18	2	-5	3	30
O=C1c2ccccc2C(=O)c2c(NCc3cccnc3)cccc21	-1	15	-8	-4	1	-9	-6	-125
CC(=O)c1ccc(S(=O)(=O)Nc2cc3c(cc2C(C)=O)OCO3)cc1	-6	-2	1	15	3	-2	7	0
Cc1ccc(-n2nc(-c3ccccc3)cc2Nc2ccccc2N)cc1	-6	-7	-2	12	3	0	13	18
Cc1cc(C)c(NC(=S)N(CCCN2CCN(C)CC2)Cc2cccs2)c(C)c1	-3	8	2	7	21	5	-1	5

More structures follow.
SMILES	HKDC1 inh	Gli-Sufu antag	Jurkat NFkB inh	697 NFkB inh	SENP7 inh	SENP8 inh	Apaf-1 inh	UBC13 polyUb
O=C(NC1CCN(S(=O)(=O)c2cccc([N+](=O)[O-])c2)CC1)C1CCCCC1	-3	-16	-8	0	-2	1	5	-4
N#Cc1cccc(NC(=S)Nc2ccccc2)c1	-4	-5	2	11	14	0	8	3
CN(Cc1nccn1C)C(=O)C1CCC(=O)N(Cc2cccc(C(F)(F)F)c2)C1 (configuration not stated)	3	-7	2	8	4	7	-11	5
Cc1ccc(/C=C/C(=O)c2ccccc2)cc1	11	-13	-45	-18	40	26	-2	0
O=C(O)C1C2CCC(CC2)C1C(=O)N1CCN(Cc2ccc(F)cc2)CC1 (configuration not stated)	5	5	9	14	-4	-8	-16	6
Cc1cccc(N2CCN(C(=O)c3cccc(S(=O)(=O)N4CCCCC4)c3)CC2)c1C	0	5	8	-34	-1	-5	31	-1

Among those listed so far, these contain bromine:
SMILES	HKDC1 inh	Gli-Sufu antag	Jurkat NFkB inh	697 NFkB inh	SENP7 inh	SENP8 inh	Apaf-1 inh	UBC13 polyUb
Cn1c(/C=N/NC(=O)c2ccccc2Br)nc2ccccc21	-2	15	5	16	4	-6	-7	2
O=C(COC(=O)/C=C/c1cccc(Br)c1)NC1CC1	-2	2	5	18	0	-8	0	3
Cc1cc(N2CCCCC2)nc2ccc(NC(=O)c3ccc(Br)o3)cc12	7	25	-13	-25	-5	-6	24	3
CCOC(=O)c1c(N)sc2c(OCC)c(Br)ccc12	-3	-4	3	2	2	-5	3	-3

Assay outcomes as filed in PubChem.
